Source: PubChem (Columbia University Molecular Screening Center)
Htt clearance: mutant huntingtin protein clearance | HeLa Exon1htt(103Q)mCFP, aggregate imaging; zero = plate's median compound well | inhibition, % at 1.5 µM | hit rate 0.42% among 47,000;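 active = inhibition of aggregate fluorescence above about 70%, also judged a hit by eye on the cell image, limit read from the data, passing the limit was not always enough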;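 note: cells exposed to compound for three days before fixation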
Htt clearance grain fraction: further read-out of Htt clearance, marked with its call; fraction fluorescence in grains; measured here: aggregate grain fluorescence fraction; hits give low values;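 scaled fraction of total cell fluorescence in grains with unit not stated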
An asterisk follows results filed as active. These rows are one share of the data (hit frequency here may not be typical).

| item | Structure | Htt clearance grain fraction | Htt clearance |
| --- | --- | --- | --- |
| 1 | O=C(/C=C/c1ccc(F)cc1)NC(=S)Nc1ccccc1C(=O)NC1CCCCC1 | 26.4 | 29.8 |
| 2 | CCOC(=O)c1cccc(NC(=O)CN(c2ccc(OC)cc2)S(=O)(=O)c2c(C)noc2C)c1 | 38.8 | -12.2 |
| 3 | CSc1nnc(N(CCC#N)CCC#N)s1 | 41.5 | -5.2 |
| 4 | CCCC(=O)OC1CC(C)N(C(=O)c2ccccc2)c2ccc(C)cc21 (configuration not stated) | 10.6 | 43.6 |
| 5 | O=C(CN1C(=O)c2cccc3cccc1c23)Nc1cccnc1 | 15.5 | 19.5 |
| 6 | COc1ccc(N=C2C(=Nc3ccc(OC)cc3)N(c3ccc(OC)cc3)C(=S)N2C(=O)c2ccc(OC)cc2)cc1 | 16.6 | 17.2 |
| 7 | Nc1c(C(=O)NC23CC4CC(CC(C4)C2)C3)sc2nc3c(c(C(F)(F)F)c12)CCC3 | 51.3 | -66.8 |
| 8 | Clc1ccc(Cn2cccc2C2=NCCO2)cc1 | 23.5 | 35.4 |
| 9 | Cc1ccccc1-c1nc(CS(=O)(=O)CC(=O)NCc2ccccc2)c(C)o1 | 19.7 | 36.3 |
| 10 | COCCCN1C(=O)c2[nH]nc(-c3ccccc3O)c2C1c1cccc(Cl)c1 (configuration not stated) | 28.9 | 15.3 |
| 11 | CCN(C(=O)CSc1nnc(Cc2ccccc2F)n1N)C1CCS(=O)(=O)C1 (configuration not stated) | 23.7 | -20.6 |
| 12 | O=C1Nc2ccc(S(=O)(=O)NCCC3=CCCCC3)c3cccc1c23 | 28.5 | -46.5 |
| 13 | NC(=O)c1cc2cc(Br)ccc2oc1=NCc1ccccc1 | 12.7 | 31.6 |
| 14 | Cc1noc(/C=C/N(C)C)c1S(=O)(=O)N1CCCC(C(=O)NCc2ccc(Cl)cc2)C1 (configuration not stated) | 45 | -14.7 |
| 15 | O=C(OC1CCS(=O)(=O)c2sccc21)c1ccccc1 (configuration not stated) | 66.9 | -77.5 |

Other structures follow:
| item | Structure | Htt clearance grain fraction | Htt clearance |
| --- | --- | --- | --- |
| 16 | COc1ccc(C(=O)N2CCN(S(=O)(=O)c3ccccc3)CC2)c(OC)c1 | 16.9 | 10.7 |
| 17 | COc1ccc(-n2nnnc2SCC(=O)c2cc3ccccc3o2)cc1 | 40.3 | -99.4 |
| 18 | COc1ccc(CNC(=O)C(NS(=O)(=O)c2ccc3c(c2)CCCN3C(C)=O)C(C)C)cc1 (configuration not stated) | 48.2 | -39.4 |
| 19 | Cc1ccc(-n2nc(C)c3c2OC(N)=C(C#N)C3c2ccco2)cc1 (configuration not stated) | 29 | -38.6 |
| 20 | COc1ccccc1C(=O)Nc1ccc(S(=O)(=O)N2CCOCC2)cc1 | 20.2 | -4.3 |
| 21 | O=C1c2ccccc2C(=O)N1Cc1nc(-c2ccccn2)no1 | 19.8 | -4.2 |
| 22 | CCCCC(=O)Nc1ccc(C(=O)Nc2ccc(S(=O)(=O)N3CCCC3)cc2)cc1 | 12.7 | 38.1 |
| 23 | Cc1cc(C(C#N)c2cccc(Cl)c2)n2ncnc2n1 (configuration not stated) | 20.3 | 49.4 |
| 24 | COc1ccc(CN2CCn3ncc(C(=O)Nc4cc(C)cc(C)c4)c3C2=O)cc1 | 43.4 | -15.1 |
| 25 | COc1ccc(NC(=O)C2CC2)cc1-n1cnnn1 | 21.1 | -16.6 |
| 26 | O=C(Cc1cn2ccsc2n1)Nc1ccccn1 | 34.7 | 5.6 |
| 27 | O=c1oc(-c2cccs2)nc2scc(-c3cccs3)c12 | 16 | 19.2 |
| 28 | C=CCn1c(N)nc2ccccc21 | 16.4 | 18.8 |
| 29 | COC(=O)c1cc2nc(-c3ccccc3)cc(C)n2n1 | 21.2 | -18.9 |
| 30 | Cc1ccc(-c2nn(CCC(=O)NCC3CCCO3)c(=O)c3ccccc23)cc1 (configuration not stated) | 47 | -48.5 |

(next part)
| item | Structure | Htt clearance grain fraction | Htt clearance |
| --- | --- | --- | --- |
| 31 | O=C(Nc1ccc(Br)cc1)c1cccnc1N1CCCCC1 | 22.2 | 5.3 |
| 32 | CCOc1ccc(C2C=C(c3ccccc3)Nc3ncnn32)cc1 (configuration not stated) | 34.5 | 0.5 |
| 33 | c1ccc(-c2ccccc2OCCn2cncn2)cc1 | 19.6 | -2.6 |
| 34 | CCOC(=O)CCn1cc(F)c(=O)n(Cc2ccccc2)c1=O | 20.4 | 40.1 |
| 35 | COc1ccc(Cn2nnnc2C(C(C)C)N(Cc2ccco2)Cc2cccs2)cc1 (configuration not stated) | 43.4 | -7.8 |
| 36 | Cc1cc(/C=C(\C#N)C(=O)NCc2ccco2)c(C)[nH]1 | 13.6 | 32.4 |
| 37 | CN(C)C(=O)c1ccc2c(c1)n(C)c(=O)n2C | 28.9 | -58.9 |
| 38 | O=S(=O)(Nc1nc2ccccc2nc1NCC1CCCO1)c1cccs1 (configuration not stated) | 18.8 | 46.3 |
| 39 | CSc1nc(NC(C)C)nc(N2CCOCC2)n1 | 24.2 | -25.3 |
| 40 | CC(=O)Nc1ccc(Nc2ncnc3c2cnn3-c2cccc(C)c2)cc1 | 33.1 | 2.8 |
| 41 | O=C(Cn1nnc2ccccc2c1=O)N1CCCc2ccccc21 | 28.1 | 17.4 |
| 42 | COc1cccc(OCC(O)CN(CCO)Cc2ccccc2)c1 (configuration not stated) | 11.3 | 44.2 |
| 43 | CC(=O)c1cc(-c2ccccc2)n(CCC(=O)NCc2cccs2)c1C | 31.9 | -48.4 |
| 44 | O=C(Cn1ncc2c(=O)oc3ccccc3c21)NCC1CCCO1 (configuration not stated) | 34.9 | -4.5 |
| 45 | Cc1nn(C)cc1CNC(=O)Nc1ccc(Br)cc1Cl | 16.6 | 19.4 |

Of the compounds above, these contain an NH in an aromatic ring.
| item | Structure | Htt clearance grain fraction | Htt clearance |
| --- | --- | --- | --- |
| 10 | COCCCN1C(=O)c2[nH]nc(-c3ccccc3O)c2C1c1cccc(Cl)c1 (configuration not stated) | 28.9 | 15.3 |
| 36 | Cc1cc(/C=C(\C#N)C(=O)NCc2ccco2)c(C)[nH]1 | 13.6 | 32.4 |

(cont.)
| item | Structure | Htt clearance grain fraction | Htt clearance |
| --- | --- | --- | --- |
| 46 | O=C(c1cccnc1)N1C2CCC1CC(O)(c1ccc(F)cc1)C2 (configuration not stated) | 12.2 | 32.5 |
| 47 | CS(=O)(=O)c1ccc(Cl)c(C(=O)O)c1 | 11.5 | 33.8 |
| 48 | CC1CC(C)CN(CCCNC(=O)C2CCCN(c3nnc(N4CCCC4=O)s3)C2)C1 (configuration not stated) | 32.2 | -54.6 |
| 49 | COC(=O)c1ccccc1NC(=O)CSc1nnc(-c2ccc(OC)cc2)n1C | 28.3 | -46.4 |
| 50 | O=C(O)C1C(c2ccccc2)C(C(=O)N2CCOCC2)C1c1ccccc1 (configuration not stated) | 15.7 | 55.2 |
| 51 | COc1ccccc1CN(Cc1nc2ccccc2c(=O)[nH]1)S(=O)(=O)c1ccc2ccccc2c1 | 23.4 | -17.2 |
| 52 | Cc1cc(C)c(S(=O)(=O)N2CCCCC2)c(C)c1-n1ncnn1 | 11.7 | 43.2 |
| 53 | O=C(O)C1CC1c1ccc(Br)cc1 (configuration not stated) | 24.9 | 27.2 |
| 54 | CCN(CC)C(=O)c1ccc(S(=O)(=O)N2CCC(c3nc4ccccc4s3)CC2)cc1 | 19.6 | -10.1 |
| 55 | Cc1cc(C)c(S(=O)(=O)N2CCN(C)CC2)c(C)c1 | 44.9 | -20.0 |
| 56 | O=C(c1ccco1)N1CCN(S(=O)(=O)c2ccc3c(c2)CCN3C(=O)C2CCC2)CC1 | 24.3 | -26.0 |
| 57 | COC(=O)c1nnn(CC(=O)Nc2cc(Cl)ccc2C)c1C(=O)OC | 12.7 | 45.8 |
| 58 | COc1ccccc1CNS(=O)(=O)c1ccc(NC(C)=O)cc1 | 23.4 | -18.6 |
| 59 | O=C(c1ccc(Cl)cc1)N1CCCOC1 | 25.4 | -37.1 |
| 60 | Cc1cc(C)cc(OCc2nnc(SCC(=O)N3CCN(c4ccccc4)CC3)o2)c1 | 16.2 | 12.8 |

Given with values under each structure: 19 of the compounds above.
Under each structure: Htt clearance grain fraction	Htt clearance
(39) CSc1nc(NC(C)C)nc(N2CCOCC2)n1
    24.2	-25.3
(40) CC(=O)Nc1ccc(Nc2ncnc3c2cnn3-c2cccc(C)c2)cc1
    33.1	2.8
(41) O=C(Cn1nnc2ccccc2c1=O)N1CCCc2ccccc21
    28.1	17.4
(42) COc1cccc(OCC(O)CN(CCO)Cc2ccccc2)c1 (configuration not stated)
    11.3	44.2
(43) CC(=O)c1cc(-c2ccccc2)n(CCC(=O)NCc2cccs2)c1C
    31.9	-48.4
(44) O=C(Cn1ncc2c(=O)oc3ccccc3c21)NCC1CCCO1 (configuration not stated)
    34.9	-4.5
(45) Cc1nn(C)cc1CNC(=O)Nc1ccc(Br)cc1Cl
    16.6	19.4
(46) O=C(c1cccnc1)N1C2CCC1CC(O)(c1ccc(F)cc1)C2 (configuration not stated)
    12.2	32.5
(47) CS(=O)(=O)c1ccc(Cl)c(C(=O)O)c1
    11.5	33.8
(48) CC1CC(C)CN(CCCNC(=O)C2CCCN(c3nnc(N4CCCC4=O)s3)C2)C1 (configuration not stated)
    32.2	-54.6
(49) COC(=O)c1ccccc1NC(=O)CSc1nnc(-c2ccc(OC)cc2)n1C
    28.3	-46.4
(50) O=C(O)C1C(c2ccccc2)C(C(=O)N2CCOCC2)C1c1ccccc1 (configuration not stated)
    15.7	55.2
(51) COc1ccccc1CN(Cc1nc2ccccc2c(=O)[nH]1)S(=O)(=O)c1ccc2ccccc2c1
    23.4	-17.2
(52) Cc1cc(C)c(S(=O)(=O)N2CCCCC2)c(C)c1-n1ncnn1
    11.7	43.2
(53) O=C(O)C1CC1c1ccc(Br)cc1 (configuration not stated)
    24.9	27.2
(54) CCN(CC)C(=O)c1ccc(S(=O)(=O)N2CCC(c3nc4ccccc4s3)CC2)cc1
    19.6	-10.1
(55) Cc1cc(C)c(S(=O)(=O)N2CCN(C)CC2)c(C)c1
    44.9	-20.0
(56) O=C(c1ccco1)N1CCN(S(=O)(=O)c2ccc3c(c2)CCN3C(=O)C2CCC2)CC1
    24.3	-26.0
(57) COC(=O)c1nnn(CC(=O)Nc2cc(Cl)ccc2C)c1C(=O)OC
    12.7	45.8

The list goes on.
| item | Structure | Htt clearance grain fraction | Htt clearance |
| --- | --- | --- | --- |
| 61 | Cc1ccc(S(=O)(=O)NC(C)(C)CSc2nncn2N)cc1 | 30.5 | -56.8 |
| 62 | O=C(CSc1ccc2ccccc2c1)Nn1cnnc1 | 23.5 | -20.8 |
| 63 | c1ccc(-c2noc(CSc3nc4ccccc4o3)n2)cc1 | 34.7 | 18.3 |
| 64 | Cn1c(C(=O)OCC(=O)NCC2CCCO2)cc2sccc21 (configuration not stated) | 17.1 | -1.5 |
| 65 | COc1ccccc1NC(=S)NNC(=O)c1ccc(Cl)cc1Cl | 16.8 | 13.0 |
| 66 | CCOC(=O)c1cc2n(n1)C(C(F)(F)F)CC(C)N2 (configuration not stated) | 24.1 | -22.1 |
| 67 | CC(C)(C)C1=C[C@@H](CO)C[C@@H](CO)C1 | 37.2 | 4.5 |
| 68 | CCN1C(=O)/C(=c2\o/c(=C3\C=Cc4ccccc4N3CC)c(=O)n2CC)SC1=S | 40.1 | -12.8 |
| 69 | Cc1ccc(CCN2CC(C(=O)NCCCN(C)Cc3ccccc3)CC2=O)cc1 (configuration not stated) | 17.8 | 14.6 |
| 70 | CCOC(=O)c1ccc(NC(=O)CSc2nnnn2CCCO)cc1 | 176 | -351.4 |
| 71 | Cc1oc(-c2ccccc2F)nc1CN1CCC(C(=O)NC2CC2)CC1 | 53.5 | -43.0 |
| 72 | Cc1cc(SCC(=O)N2CCC(c3noc4ccc(F)cc34)CC2)nc2ccccc12 | 33.8 | 9.5 |
| 73 | CN(C)c1nc(N(C)C)nc(N2CCCCC2)n1 | 51.8 | -23.2 |
| 74 | Cc1cccc(-c2nc(CN3CCCC(C(=O)NC4CCCCCC4)C3)c(C)o2)c1 (configuration not stated) | 71.9 | -94.1 |
| 75 | O=C1C2C3C=CC(C3=C3CCCCC3)C2C(=O)N1Cc1ccccc1 (configuration not stated) | 37 | 5.3 |

Next section
| item | Structure | Htt clearance grain fraction | Htt clearance |
| --- | --- | --- | --- |
| 76 | CCOC(=O)c1sc(C(=O)OCC)c(OCCO)c1OCCO | 18.5 | 45.8 |
| 77 | CC(C)(C)SCCNC(=O)COc1ccc(Cl)cc1 | 22.4 | -14.6 |
| 78 | CCC(C)Nc1nc(-c2cccc(OC)c2O)nc2ccccc12 (configuration not stated) | 54.7 | -35.7 |
| 79 | COCCCNc1oc(-c2ccccc2OC)nc1C#N | 28.3 | 18.4 |
| 80 | Cc1nc(SCc2nc3ccccc3[nH]2)c2oc3ccccc3c2n1 | 23.2 | -11.4 |
